Source: PubChem BioAssay
NOD1 inhibition: NOD1 signaling inhibitors, primary screen, cell-based, luminescence, uHTS (AID 1578) | NOD1-driven NF-kB luciferase reporter cells, luminescence; higher % means a stronger effect | 290,000 tested, 1% active | one-dose inhibition, % at 4 µM; EC50 in µM for titrated hits; in the data active = inhibition mostly above about 36%, no sharp cut-off; inactive = mostly below about 34%;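 note: HEK-293T reporter cells stimulated with the NOD1 agonist gamma-tri-DAP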
NTR1 agonist: NTR1-driven beta-arrestin-GFP spot formation – imaging, U2OS cells, high content, primary screen (AID 493036); P30989; agonist mode; activation, % at 20 µM; 330,000 tested, 0.17% active;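 active = activation at or above 40% of the spot to cytoplasm intensity ratio, with at least 20 cells analyzed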;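 note: 0% = DMSO without peptide and 100% = 100 nM NTR1 peptide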
Target sequence (P30989 whole entry, looked up): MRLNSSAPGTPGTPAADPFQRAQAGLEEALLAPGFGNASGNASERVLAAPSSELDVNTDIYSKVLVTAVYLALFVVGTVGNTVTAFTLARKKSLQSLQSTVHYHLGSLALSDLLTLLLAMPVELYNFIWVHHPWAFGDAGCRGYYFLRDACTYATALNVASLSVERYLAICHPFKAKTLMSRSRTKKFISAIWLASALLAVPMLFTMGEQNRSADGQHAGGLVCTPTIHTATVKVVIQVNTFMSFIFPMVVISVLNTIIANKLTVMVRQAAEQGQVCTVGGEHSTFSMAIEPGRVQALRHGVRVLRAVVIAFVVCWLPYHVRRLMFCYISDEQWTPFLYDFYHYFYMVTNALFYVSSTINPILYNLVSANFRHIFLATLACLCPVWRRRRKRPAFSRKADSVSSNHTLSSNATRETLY
Rac1 GTP hydrolysis: MgcRacGAP GTPase-activating activity inhibitors, confirmation, biochemical, ADP Hunter fluorescence | MgcRacGAP-stimulated Rac1 GTP hydrolysis, ADP Hunter fluorescence; higher % means a stronger effect; GST-tagged Rac1 F28L mutant substrate | inhibition, % at 30 µM; hits with a dose series show IC50 in µM | 340,000 tested, 0.6% active;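 active = first-screen hits whose inhibition reached a set limit at any dose in the follow-up dose series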;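 note: fluorescence reports GDP produced by GAP-driven GTP hydrolysis; strong numbers were not always called active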
KOR beta-arrestin-1: KOR antagonists, beta-arrestin recruitment, cell-based, luminescence, uHTS (AID 1778) | inhibition, % at 10 µM; hits with a dose series show IC50 in µM | KOR beta-arrestin recruitment, luminescence, antagonist mode; higher % means a stronger effect | 290,000 tested, 0.091% active; in the data active = inhibition above about 50%; note: strong numbers were not always called active
GPR35 arrestin U2OS: inhibition of zaprinast-stimulated GPR35 beta-arrestin translocation – imaging, U2OS, beta-arrestin-GFP, zaprinast agonist, primary screen (AID 2058) | 290,000 tested, 0.052% active | U2OS GPR35 beta-arrestin-GFP translocation imaging, zaprinast antagonism; higher % means a stronger effect | inhibition, % at 10 µM, or IC50 in µM where a hit was titrated;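 active = inhibition of at least 50% with at least 30 cells and total cytoplasm GFP at most 10,000,000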
GPR55 beta-arrestin: selective activators of receptor GPR55 – imaging, U2OS cells, beta-arrestin-GFP redistribution, primary screen (AID 1961); U2OS GPR55 beta-arrestin-GFP redistribution imaging; higher % means a stronger effect; one-dose activation, % at 10 µM; EC50 in µM for titrated hits; 290,000 tested, 0.048% active;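 active = activation above 40% with more than 50 cells counted in the well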;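 note: U2OS osteosarcoma cells stably expressing GPR55 and beta-arrestin-GFP; plate controls were DMSO negative control for no effect and LPI positive control for full effect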
KOR beta-arrestin-2: KOR agonists, beta-arrestin recruitment, primary screen, cell-based, luminescence, uHTS (AID 1777); KOR beta-arrestin recruitment, luminescence; higher % means a stronger effect; one-dose activation, % at 10 µM; EC50 in µM for titrated hits; 280,000 tested, 0.02% active; in the data active = activation above about 50%, passing the limit was not always enough; note: a part of the inactive calls stands beside numbers as strong as those of hits
K1F lysis inhibition: inhibition of K1F phage lysis, E. coli UTI89, bacterial capsule biogenesis inhibitors, alamar blue (AID 488966). one-dose inhibition, % at 100 µM; IC50 in µM for titrated hits. E. coli UTI89 K1F phage lysis, alamar blue, 2 h; higher % means a stronger effect. 340,000 tested, 0.02% active;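 active = phage lysis inhibition, versus mean bacterial control, above a set limit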;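 note: capsule biogenesis inhibitors block K1F phage lysis so surviving cells raise fluorescence; higher fluorescence means more inhibition of phage lysis; actives were called in the ten point dose series up to 300 µM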
GPR55 LPI antagonism: inhibition of LPI-stimulated GPR55 beta-arrestin translocation – imaging, U2OS, beta-arrestin-GFP, LPI agonist, primary screen (AID 2013). U2OS GPR55 beta-arrestin-GFP translocation imaging, LPI antagonism; higher % means a stronger effect. inhibition, % at 10 µM, or IC50 in µM where a hit was titrated. 290,000 tested, 0.13% active;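 active = spots per cell inhibited over 60%, with over 100 cells counted and total cytoplasm intensity under 500,000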;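 note: U2OS cells stably carrying GPR55 and arrestin-GFP stimulated by 5 µM LPI near EC80; imaged beta-arrestin-GFP aggregate spots per cell after agonist stimulation; plate controls were LPI-stimulated DMSO wells for no effect and DMSO wells without LPI for full effect; some results filed as inactive read as strong as hits; confirmed hits need IC50 under 10 µM and bright autofluorescent wells are also inconclusive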
NTR1 agonist cell count 20 µM: further read-out of NTR1 agonist, marked with its call; cell count; measured here: cell count, cytotoxicity flag
Numbers without * were called inactive; · = no result given; [ ] = dose if it differs, or a comment.

SMILES | NOD1 inhibition | NTR1 agonist | NTR1 agonist cell count 20 µM | Rac1 GTP hydrolysis | KOR beta-arrestin-1 | GPR35 arrestin U2OS | GPR55 beta-arrestin | KOR beta-arrestin-2 | K1F lysis inhibition | GPR55 LPI antagonism
Cc1ccc(Cl)cc1NS(=O)(=O)c1cn(C)nc1C | 4% | -1.2 | 54 | 8% | 8% | -13% | -0.2% | -1.9% | 1.8%[50 µM] | -1%
CC1(C)C(=O)NCCN1C(=O)c1ccc2nc(Cc3ccccc3F)oc2c1 | 1% | -0.3 | 47 | 6% | 18% | -7% | -0.1% | -3.8% | 1.1%[50 µM] | -4%
O=C1CC(=C(c2ccccc2)c2ccccc2)C(=O)N1CCN1CCN(c2cccc(Cl)c2)CC1 | 36% | 1.7 | 53 | 3% | 37% | -6% | -0.1% | 7.7% | 3.5% | -3%
Cc1nc(=O)c(-c2ccccc2)c(C)n1-c1ccccc1O | -24% | -1.0 | 51 | 12% | -8% | 10% | -0.2% | -4.4% | 0.3% | 10%
O=c1c2ccccc2c(-c2ccc(F)cc2)nn1-c1ccc(C(F)(F)F)cc1 | -15% | 5.7 | 37 | 11% | 6% | 8% | 0.1% | -3.1% | 1.5% | 19%
Fc1cc(F)cc(NC(=S)NCCCN2CCOCC2)c1 | -32% | -1.3 | 88 | 6% | 32% | -4% | 0.2% | -1.1% | 0.3% | -2%
CC(C)c1cc(C(=O)N2CCCC(Nc3ccc(F)cc3)C2)nc(N)n1 (stereo not given) | -33% | 1.9 | 62 | 3% | -3% | 1% | 0.0% | -1.6% | 0.6%[50 µM] | 6%
Cc1ccc(OCCSc2ncccn2)c(C)c1 | -38% | · | · | -6% | -4%[20 µM] | 2% | -0.1% | -0.6% | 0.4% | 1%
O=C1c2ccccc2C(=O)N1COc1ccc(S(=O)(=O)N2CCOCC2)cc1[N+](=O)[O-] | -18% | 0.8 | 38 | 9% | -19% | -4% | 0.0% | 21% | 0.4% | 1%
COc1ccc(NC(=O)c2c(Cl)n(C)c3ccccc23)cc1 | -45% | 3.3 | 63 | 4% | -29% | 13% | -0.1% | 3.2% | 0.4% | 26%
COc1ccccc1N1CCN(S(=O)(=O)c2cn(C)c(=O)n(C)c2=O)CC1 | -5% | -0.8 | 60 | 0% | 0% | 2% | -0.1% | -3.1% | -0.2% | 28%
O=C(CCc1ccc(S(=O)(=O)NCCc2ccccc2)cc1)NCc1ccc2c(c1)OCO2 | -18% | 1.9 | 74 | 10% | -7% | 2% | -0.1% | 2.6% | 0.4% | 2%
Cc1ccc(S(=O)(=O)/N=C(/Nc2c(C)n(C)n(-c3ccccc3)c2=O)c2ccc(Cl)cc2)cc1 | 7% | 3.2 | 51 | 18% | 12% | 7% | -0.1% | 1.0% | 1.2% | 14%
COC(=O)c1c(C(=O)OC)c(-c2ccccc2)n2c1CCC2 | 0% | -1.2 | 87 | 5% | 24% | 4% | -0.1% | -2.4% | 0.2% | 4%
O=C(COC(=O)c1ccncc1)NCc1ccccc1 | -12% | -0.4 | 35 | 8% | -8% | 10% | -0.1% | -9.5% | 0.9% | 10%
O=C(NCc1ccc(Cl)cc1)c1cc(=O)[nH]c2ccc(S(=O)(=O)N3CCOCC3)cc12 | -8% | 3.4 | 47 | 10% | 33% | -2% | 0.2% | -6.0% | 0.0% | 10%
O=[N+]([O-])c1ccc(CN2CCN(c3ccc([N+](=O)[O-])cc3)CC2)cc1 | 19% | 0.8 | 91 | 22% | -8% | -5% | -0.3% | 2.4% | -0.2% | -2%
CCN=c1sc(C(=O)Nc2ccccc2)c(C)n1CC | -23% | 1.3 | 57 | 9% | -7% | 4% | -0.2% | -1.7% | 0.2% | 1%
CC1(C)CC(=O)C(Sc2ccccc2)=C(O)C1 | 0% | 0.1 | 56 | -4% | 10% | 4% | -0.2% | -3.1% | -0.6% | 8%
CCc1ccc(C(=O)/C=C/Nc2ccc(S(=O)(=O)Nc3onc(C)c3C)cc2)cc1 | -32% | 0.9 | 47 | 0% | 21% | 18% | -0.2% | -0.3% | 1.6% | 3%
CN(C)c1ccc(CNS(=O)(=O)c2csc(C(N)=O)c2)cc1 | -16% | 0.5 | 67 | -3% | 11% | -7% | -0.1% | 4.7% | 0.2% | -7%
O=C(CCN1C(=O)C2CC=C(Cl)CC2C1=O)NCc1ccccc1 (stereo not given) | 4% | -1.5 | 44 | 10% | 15% | -2% | -0.4% | -1.6% | 1.9% | 9%
C/C(=C\C=C(C#N)C#N)c1cc(C#N)c(N)o1 | 18% | -1.3 | 78 | 12% | 29%[20 µM] | -10% | 0.5% | -5.7% | -2.4% | 6%
O=C(NNc1ccccc1C(F)(F)F)c1cccs1 | -12% | 3.4 | 42 | 9% | 21% | 0% | 0.2% | 5.1% | 0.0% | 3%
CCOC(=O)c1sc2ncn(/N=C/N(C)C)c(=O)c2c1C | -19% | 1.1 | 43 | 3% | -4% | -2% | 0.2% | -6.7% | 2.3%[50 µM] | 3%
CCOC(=O)c1c(C)c(C(=O)Nc2cc(F)ccc2F)c(C)n1C | -43% | 6.1 | 59 | -4% | 24% | -2% | 0.3% | -5.7% | -0.3% | 0%
CCOc1cc(CNCCc2ccc(S(N)(=O)=O)cc2)ccc1OCc1ccccc1 | 34% | · | · | 10% | -15% | -16% | 0.0% | -3.1% | 13% | 34%
COc1cc(OC)c(NC(C)C(=O)NCc2ccccc2)cc1Cl (stereo not given) | -23% | 0.5 | 54 | 12% | 14% | -8% | 0.1% | -4.6% | -0.1% | 3%
Fc1ccccc1-n1cn[nH]c1=S | -30% | 0.7 | 44 | 6% | -24% | 1% | -0.5% | 5.7% | -0.9% | 4%
C/C(=N\NC(=O)C1CC1)c1cccc(NC(=O)c2cccc(Cl)c2)c1 | -7% | -0.5 | 99 | · | -41%[20 µM] | 1% | -0.1% | -3.5% | · | 8%
Cc1nn2c(Nc3ccccc3)c3c(nc2c1-c1ccccc1)CCC3 | -6% | 7.9 | 51 | 5% | 1% | 8% | 0.9% | 6.6% | 9.5% | 13%
Cc1cc(C)nc(SCc2ccc([N+](=O)[O-])cc2)n1 | -21% | 0.9 | 49 | 4% | -14% | -7% | 0.2% | -2.2% | 0.1% | -1%
CCc1ccc(-c2csc3ncn(CC(=O)NCc4ccco4)c(=O)c23)cc1 | -1% | 2.4 | 49 | 10% | 16% | 2% | 0.7% | -3.0% | -0.1% | 16%
N#Cc1ccc(COC(=O)c2cnc(Cl)c(Cl)c2)cc1 | -10% | 5.3 | 42 | 10% | -82% | 4% | 0.0% | 5.7% | 0.0% | -13%
C/C(=N\Nc1cc(C)nc(-c2ccccc2O)n1)c1ccccc1 | 5% | 11 | 30 | 13% | -37%[20 µM] | 27% | -0.1% | · | -0.4% | 10%
COCCN(C(=O)CSc1nc2ccccc2c(=O)n1C(C)COC)c1c(N)n(Cc2ccccc2)c(=O)[nH]c1=O (stereo not given) | -24% | -0.3 | 51 | 4% | 19% | 10% | -0.4% | -6.5% | -0.5% | 12%

Filtered by structure, those above with a nitro group on carbon (3)
SMILES | NOD1 inhibition | NTR1 agonist | NTR1 agonist cell count 20 µM | Rac1 GTP hydrolysis | KOR beta-arrestin-1 | GPR35 arrestin U2OS | GPR55 beta-arrestin | KOR beta-arrestin-2 | K1F lysis inhibition | GPR55 LPI antagonism
O=C1c2ccccc2C(=O)N1COc1ccc(S(=O)(=O)N2CCOCC2)cc1[N+](=O)[O-] | -18% | 0.8 | 38 | 9% | -19% | -4% | 0.0% | 21% | 0.4% | 1%
O=[N+]([O-])c1ccc(CN2CCN(c3ccc([N+](=O)[O-])cc3)CC2)cc1 | 19% | 0.8 | 91 | 22% | -8% | -5% | -0.3% | 2.4% | -0.2% | -2%
Cc1cc(C)nc(SCc2ccc([N+](=O)[O-])cc2)n1 | -21% | 0.9 | 49 | 4% | -14% | -7% | 0.2% | -2.2% | 0.1% | -1%

Next structures.
SMILES | NOD1 inhibition | NTR1 agonist | NTR1 agonist cell count 20 µM | Rac1 GTP hydrolysis | KOR beta-arrestin-1 | GPR35 arrestin U2OS | GPR55 beta-arrestin | KOR beta-arrestin-2 | K1F lysis inhibition | GPR55 LPI antagonism
CC(C)c1ccc(C2=NN(c3ccccc3)C(=O)CC2)cc1 | -10% | 8.0 | 80 | -9% | 18% | -11% | 0.6% | -2.1% | 0.7%[50 µM] | 0%
N#Cc1c(N)n(CCCN2CCOCC2)c2nc3ccccc3nc12 | 16% | 2.5 | 89 | 6% | 23% | -4% | -0.2% | -5.6% | 0.9% | 12%
Cc1ccc(NS(=O)(=O)c2ccc(OCC(N)=O)cc2)cc1 | -9% | -0.4 | 62 | -2% | -8% | 4% | -0.2% | -1.8% | -1.4% | 7%
COc1ccc(CCNC(=O)c2nnn(-c3cccc(C)c3)c2N)cc1OC | -3% | 1.2 | 87 | 2% | -29% | -16% | 0.0% | -1.2% | 5.0% | 10%
CCN1/C(=C/c2cc[n+](CCCS(=O)(=O)[O-])c3ccccc23)Sc2ccccc21 | -27% | -3.0 | 80 | 11% | 6% | 22% | -0.2% | -2.6% | 0.0% | 10%
COCc1cc(C)nc(SCc2ccccc2)c1C#N | -23% | 2.3 | 55 | 9% | -8%[20 µM] | 17% | -0.1% | -3.6% | 1.2% | -23%
O=S(=O)(NC1CCCCCC1)c1cccc2cccnc12 | 14% | -0.1 | 65 | 11% | 13% | 6% | -0.1% | -4.1% | 1.5% | 63%
CN(C)/C=N/c1ncc(C(=O)c2ccc(-c3ccccc3)cc2)s1 | 0% | 7.2 | 54 | -7% | -25% | -5% | -0.3% | 7.3% | -0.1% | -15%
CC(=O)Nc1ccc(S(=O)(=O)NCc2ccc(C)n2C)cc1 | 2% | -1.0 | 45 | 5% | 5% | 6% | 0.0% | 0.1% | 0.3% | -9%
O=C(c1cc2cc(F)ccc2[nH]1)N(Cc1cccnc1)CC1CCCN(C2CCCCC2)C1 (stereo not given) | -11% | -0.1 | 60 | 12% | -22% | 12% | 0.6% | 6.2% | 0.8% | -3%
COC(=O)C1=C(C)N(CC2CC2)C(=NCCN2CCOCC2)N[C@H]1c1ccccc1 | -12% | -1.9 | 89 | 7% | -39%[20 µM] | -10% | -0.3% | -0.9% | 1.9% | -4%
CC(C)(C)Nc1nc(OCC(F)(F)F)nc(OCC(F)(F)F)n1 | -14% | 0.1 | 65 | 7% | -28% | 5% | 0.2% | -0.9% | 5.1% | -21%
COC(=O)c1cc(S(=O)(=O)NCc2ccccc2Cl)c[nH]1 | -10% | -3.7 | 58 | 9% | -17%[20 µM] | -7% | 0.3% | -3.4% | 4.7% | 3%

The list is partial (hit frequency here may not be typical).
